PvdQ acylase: P. aeruginosa PvdQ acylase inhibition | 340,000 tested, 0.063% active | inhibition, % at 10 µM | purified PvdQ acylase, fluorescence plate reader; in the data active means inhibition above about 30%, passing the limit was not always enough; inconclusive means no clear call, values can overlap the other calls;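 further: 0% = vehicle neutral wells and 100% = reference inhibitor wells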
cardiac RTF act: increases calcium sensitivity of human cardiac regulated thin filaments | P19429+P45379 | IANBD-labeled TnC RTF fluorescence at EC20 calcium; 0% EC20 calcium, 100% full calcium | activation, % at 7.2 µM | 340,000 tested, 0.24% active | AID 493008;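 active means activation above the mean over all tested compounds plus 3 SD, cut at about 30% in these data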;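 further: rise in fluorescence read as greater calcium sensitivity of cardiac thin filaments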
HTR5A ag ctr: counter-screen for OPRM1-OPRD1 agonists: human HTR5A agonism. P47898. HTR5A agonist assay, luminescence, cell-based. activation, % at 9.3 µM. 340,000 tested, 0.61% active. AID 504692; in the data active means activation mostly above about 9.5%, no sharp cut-off; inactive means mostly below about 7.6%;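 further: 0% = cells with vehicle only and 100% = reference agonist; strong numbers were not always called active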
CDK5 inh: blocks human CDK5/p35 kinase activity | Q00535+Q15078 | Recombinant CDK5/p35, ADP-Glo luminescence, 60 min | inhibition, % at 10 µM | 330,000 tested, 0.01% active | AID 488839;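 active means highest replicate inhibition of at least 50% and at least 75% of replicates reaching 50%; inconclusive means only one of the two criteria met; inactive means both criteria failed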;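 further: plate controls were DMSO neutral control for no effect and GW8510 at 10 µM for full effect; many of its hits are not listed in these tables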
Wnt bcat act: activates Wnt/beta-catenin signaling in a reporter cell assay | activator, plate reader | activation, % at 9.35 µM | 300,000 tested, 1.2% active; in the data active means activation above about 30%, passing the limit was not always enough; inconclusive means no clear call, values can overlap the other calls;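 further: 0% = neutral control wells and 100% = positive control wells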
MITF act: increases MITF-driven TRPM1 promoter luciferase signal. SK-MEL-5 TRPM1-promoter luciferase, 24 h; % of positive control, neutral wells = 0. activation, % at 12.5 µM. 300,000 tested, 0.75% active. AID 588334;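 active means mean activation of at least 80% with every replicate also reaching 80%; inconclusive means mean reaches 80% but some replicate falls short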;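 further: 0% = neutral control wells and 100% = parthenolide positive control wells; values of inactives mirror those of a sister screen read the other way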
SR-BI HDL uptake: blocks mouse SR-BI lipid uptake from DiI-HDL; AID 488896; ldlA[mSR-BI] CHO cells, DiI-HDL uptake fluorescence, 3 h; 320,000 tested, 0.96% active; inhibition, % at 12.5 µM; Q61009;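 active means mean replicate inhibition of at least 70% and a set share of replicates each scoring 70 or more; inconclusive means meets just one of the two criteria; inactive means fails both criteria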;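 further: 0% = median of neutral control wells and 100% = median of positive control wells; values of inactives mirror those of a sister screen read the other way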
Target sequence (Q61009 whole entry, looked up): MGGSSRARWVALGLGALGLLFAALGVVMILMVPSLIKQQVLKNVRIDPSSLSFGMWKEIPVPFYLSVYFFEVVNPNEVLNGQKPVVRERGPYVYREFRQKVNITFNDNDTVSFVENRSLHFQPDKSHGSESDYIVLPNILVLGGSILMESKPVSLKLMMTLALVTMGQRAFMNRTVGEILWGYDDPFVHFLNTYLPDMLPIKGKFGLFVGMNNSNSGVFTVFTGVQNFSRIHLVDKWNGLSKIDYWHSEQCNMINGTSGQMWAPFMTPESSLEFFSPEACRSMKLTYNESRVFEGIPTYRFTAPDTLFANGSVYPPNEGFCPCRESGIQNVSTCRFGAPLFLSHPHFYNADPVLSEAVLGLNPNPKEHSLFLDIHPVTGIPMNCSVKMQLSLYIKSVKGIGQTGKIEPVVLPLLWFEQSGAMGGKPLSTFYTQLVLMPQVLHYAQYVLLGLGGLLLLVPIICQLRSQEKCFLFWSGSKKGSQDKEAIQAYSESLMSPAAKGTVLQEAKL
Rtt109 HAT inh: blocks Candida albicans Rtt109/Vps75 acetyltransferase activity; purified Rtt109/Vps75, ThioGlo CoA-SH fluorescence, 4 h; inhibition, % at 34.9 µM; Q5AAJ8; 330,000 tested, 0.16% active;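 active means inhibition of at least 50% in every replicate; inconclusive means best replicate reaches 50% inhibition but some replicates fall short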
Target sequence (Q5AAJ8 whole entry, looked up): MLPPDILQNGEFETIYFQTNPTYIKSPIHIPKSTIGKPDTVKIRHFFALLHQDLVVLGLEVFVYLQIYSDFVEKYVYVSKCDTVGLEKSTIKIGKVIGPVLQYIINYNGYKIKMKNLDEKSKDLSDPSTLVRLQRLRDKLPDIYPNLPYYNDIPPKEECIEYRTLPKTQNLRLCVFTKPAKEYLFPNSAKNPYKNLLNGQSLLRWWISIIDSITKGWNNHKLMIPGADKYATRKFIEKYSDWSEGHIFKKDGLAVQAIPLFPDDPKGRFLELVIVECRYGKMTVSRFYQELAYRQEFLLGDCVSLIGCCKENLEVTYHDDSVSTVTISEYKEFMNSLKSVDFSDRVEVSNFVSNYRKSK
dFosB activator: enhances mouse delta FosB homodimer DNA binding; 340,000 tested, 0.99% active; purified delta FosB, TAMRA-CDK5 oligo fluorescence polarization; percent of positive-control signal above neutral wells; AID 493131; activation, % at 25 µM; P13346;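 active means mean activation above about 17%, with every replicate also reaching it, limit read from the data, passing the limit was not always enough; inconclusive means only one of the two conditions met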;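 further: fluorescence polarization rise as delta FosB binds a TAMRA Cdk5 AP-1 oligo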
SR-BI uptake up: enhances SR-BI lipid uptake from DiI-HDL; AID 504775; activation, % at 12.5 µM; 320,000 tested, 0.096% active; CHO ldlA[mSR-BI] cells, DiI-HDL uptake fluorescence, 3 h; 100 = double the neutral-control signal;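 active means mean replicate activation of at least 60% and every replicate at or above 60%; inconclusive means mean or all-replicate condition met, but not both; inactive means mean below 60% and not all replicates reaching 60%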;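 further: 0% = median plate neutral-control signal and 100% = twice that signal; values of inactives mirror those of a sister screen read the other way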
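Assay system: LDL receptor-deficient CHO ldlA cells overexpressing murine SR-BI / Medium: BSA-supplemented, HEPES-buffered Ham's F12, pH 7.4 / Probe or stimulus: DiI-labelled HDL at 10 µg/mL final / Timing: compound with DiI-HDL co-incubation, 3 h at 37 °C / Technique: bottom-read cell fluorescence after medium removal, ex 550/em 595 nm / Measure: HDL uptake via cellular fluorescence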
The depositor's hits bear a star; ? = inconclusive; nt = not tested or not shown.

entry	SMILES	Rtt109 HAT inh	dFosB activator	cardiac RTF act	SR-BI HDL uptake	HTR5A ag ctr	Wnt bcat act	SR-BI uptake up	PvdQ acylase	MITF act	CDK5 inh
1	CCCn1c(NCc2ccc(C)o2)nc2ccccc21	-1	-3	-1	14	-2	nt	-14	-1	-7	1.3
2	Cc1ccc(-c2nc(CS(=O)CC(=O)NCCCN3CC(C)CC(C)C3)c(C)o2)cc1 (stereo unspecified)	3	-10	-7	-8	0	0	8	9	nt	0.2
3	COc1c(F)c(F)c(-c2csc(N)n2)c(F)c1F	3	-5	7	-19	-2	5	19	-8	nt	-0.1
4	CCOc1nc(N2CCCCC2)nc(-n2cc(-c3ccccc3)nn2)n1	-11	-2	3	-10	-2	1	10	-25	4	2.4
5	O=C(NCCc1ccccn1)c1cccnc1Oc1ccc(Cl)cc1	-6	-5	9	-2	-1	3	2	-12	nt	-1.4
6	O=C(NCCCN1CCN(c2ccccc2)CC1)Nc1ccccc1C(F)(F)F	0	-9	9	19	5	-1	-19	-10	-13	-0.4
7	CCc1cccc(C)c1NC(=O)CNCc1ccccc1	3	-1	-4	12	-2	-2	-12	-11	3	-1.0
8	CCCCCc1ccc(-c2ccc(/C=C/C(=O)O)cc2)nc1	-7	-12	7	-1	15	-5	1	-6	-11	-2.4
9	CC(C)CC(=O)OCC(=O)Nc1ccccc1Sc1ccccc1	-9	-2	4	-8	8	7	8	4	0	0.3
10	Cc1cccc(C(=O)Nc2cccc(-c3ccc4nncn4n3)c2)c1	-6	-20	-4	nt	4	6	nt	-3	6	-0.4

(further entries)
entry	SMILES	Rtt109 HAT inh	dFosB activator	cardiac RTF act	SR-BI HDL uptake	HTR5A ag ctr	Wnt bcat act	SR-BI uptake up	PvdQ acylase	MITF act	CDK5 inh
11	CCC(C(=O)NC(CC(=O)O)c1ccc(Cl)cc1)c1ccccc1 (stereo unspecified)	-2	1	-1	-20	-1	-4	19	17	-3	-0.3
12	CC(=O)c1ccc(NC(=O)CSc2ccc(-c3ccc4c(c3)OCO4)nn2)cc1	0	-6	0	-25	-1	20	25	-7	43	0.1
13	CN(C)c1oc(-c2ccco2)nc1C#N	2	3	1	-9	-1	1	9	-10	4	-0.1
14	COC(=O)Cc1ccc(NC(=S)N2CCN(c3ccc(OC)cc3)CC2)cc1	-4	-6	4	4	-2	nt	-4	-11	4	-0.7
15	O=C(Nc1ccccc1C(=O)N1CCCCCC1)c1ccccc1Cl	-6	0	-1	-8	2	-2	8	-2	-11	0.6
16	Cc1cc(C)c(NC(=O)c2cn3c4c(c(N5CCN(C)CC5)c(F)cc4c2=O)OCC3C)c(C)c1 (stereo unspecified)	-2	-1	2	33	-1	-1	-33	-14	-4	0.3
17	C=CCn1c(SCC(=O)NCc2ccc3c(c2)OCO3)nnc1C1CCCCC1	-12	-6	1	-17	0	nt	17	-7	nt	0.4
18	CCOc1cc(/C=N/O)ccc1OCc1ccc(C)cc1	-1	12	0	-9	-7	15	9	7	49	0.0
19	CN1CCN(c2cc3c(cc2F)c(=O)c(C(=O)O)cn3CCF)CC1	0	-6	-3	nt	6	9	nt	-20	-1	-2.7
20	CCc1cccc(N(C(=O)c2csnn2)C(C(=O)NC(C)(C)C)c2ccncc2)c1 (stereo unspecified)	1	-5	-5	2	-3	-15	-2	-4	-10	-3.2

7 records drawn at random from those above:
entry	SMILES	Rtt109 HAT inh	dFosB activator	cardiac RTF act	SR-BI HDL uptake	HTR5A ag ctr	Wnt bcat act	SR-BI uptake up	PvdQ acylase	MITF act	CDK5 inh
13	CN(C)c1oc(-c2ccco2)nc1C#N	2	3	1	-9	-1	1	9	-10	4	-0.1
15	O=C(Nc1ccccc1C(=O)N1CCCCCC1)c1ccccc1Cl	-6	0	-1	-8	2	-2	8	-2	-11	0.6
18	CCOc1cc(/C=N/O)ccc1OCc1ccc(C)cc1	-1	12	0	-9	-7	15	9	7	49	0.0
11	CCC(C(=O)NC(CC(=O)O)c1ccc(Cl)cc1)c1ccccc1 (stereo unspecified)	-2	1	-1	-20	-1	-4	19	17	-3	-0.3
16	Cc1cc(C)c(NC(=O)c2cn3c4c(c(N5CCN(C)CC5)c(F)cc4c2=O)OCC3C)c(C)c1 (stereo unspecified)	-2	-1	2	33	-1	-1	-33	-14	-4	0.3
19	CN1CCN(c2cc3c(cc2F)c(=O)c(C(=O)O)cn3CCF)CC1	0	-6	-3	nt	6	9	nt	-20	-1	-2.7
20	CCc1cccc(N(C(=O)c2csnn2)C(C(=O)NC(C)(C)C)c2ccncc2)c1 (stereo unspecified)	1	-5	-5	2	-3	-15	-2	-4	-10	-3.2

More structures:
entry	SMILES	Rtt109 HAT inh	dFosB activator	cardiac RTF act	SR-BI HDL uptake	HTR5A ag ctr	Wnt bcat act	SR-BI uptake up	PvdQ acylase	MITF act	CDK5 inh
21	COc1ccc(C(=S)Nc2ccc(N(C)C)cc2)cc1	-12	4	5	4	1	68*	-4	-4	67	-1.4
22	CCCSC(=S)NC1CCS(=O)(=O)C1 (stereo unspecified)	-5	4	11	-26	14	nt	26	-4	-15	-1.7
23	Cc1ccc(Cl)c(OCC(=O)Nc2ccccc2C(=O)NC2CC2)c1	1	-6	3	2	-1	-3	-2	-26	-1	0.1
24	OCCN(CCO)c1ncnc2c1sc1nc(N3CCOCC3)c3c(c12)CCCC3	13	8	-4	5	0	nt	-5	-2	nt	1.0
25	CCOc1ccc(OCCSc2nc3ccccc3c(=O)[nH]2)cc1	-5	-7	2	-1	7	nt	1	3	-16	3.6
26	O=C(COC(=O)Cc1ccc(Cl)cc1)NCc1ccc(F)cc1	-1	-6	-3	-6	10	0	6	-11	1	-1.2
27	O=[N+]([O-])c1cc(S(=O)(=O)C(F)(F)F)ccc1Sc1nc2ccccc2[nH]1	13	?	2	0	2	nt	0	-19	-95	1.5
28	COCCNC(=O)Cn1ccc2cc(S(=O)(=O)N3CCCCC3)ccc21	-8	-3	-7	7	1	-1	-7	-14	0	-0.4
29	C=C(C)C(O)COc1c2occc2c(OC)c2ccc(=O)oc12 (stereo unspecified)	-13	-9	4	17	-1	-1	-17	-13	3	-0.8
30	CCOc1ccccc1NC(=O)Cn1ncc2ccc([N+](=O)[O-])cc21	5	-5	-7	19	2	0	-19	7	-6	0.3

Carrying on.
entry	SMILES	Rtt109 HAT inh	dFosB activator	cardiac RTF act	SR-BI HDL uptake	HTR5A ag ctr	Wnt bcat act	SR-BI uptake up	PvdQ acylase	MITF act	CDK5 inh
31	Cc1ccc(NC(=O)NNC(=O)c2cc3ccccc3cc2O)cc1C	-2	54*	-2	2	3	-1	-2	-11	0	0.9
32	CC(=O)Nc1ccc(NC(=S)Nc2ccc(F)cc2)cc1	nt	4	-1	-18	3	-8	18	-3	1	-1.4
33	CCN(CC)S(=O)(=O)c1cccc(-c2nnc(SCc3nnc(-c4cccs4)o3)n2N)c1	nt	-6	3	-12	-2	nt	12	-2	nt	1.5
34	C/C(=C/C(=O)N1CCc2ccccc21)C(=O)O	-1	-5	0	-15	4	-3	15	-16	7	1.0
35	O=C(CCc1ccccc1)Nc1ccncc1	1	-3	12	-8	1	-3	8	-27	-3	-14
36	C=CCOC(=O)C1=C(C)NC(=O)NC1c1cc2c(cc1Br)OCO2 (stereo unspecified)	-3	-4	-3	-21	0	-2	21	-16	nt	1.4
37	Cc1ccc(NC(=O)Cc2c[nH]c3ccccc23)cc1S(=O)(=O)N1CCCCCC1	-1	0	2	44	2	12	-44	-8	-2	-0.1
38	Cc1ccc(S(=O)(=O)CC(=O)c2ccc([N+](=O)[O-])cc2)cc1	7	-4	-1	-31	-3	0	31	-3	nt	-0.6
39	Cc1c(CNCCc2ccc(Cl)cc2)c(C(=O)O)c(C)n1Cc1ccccc1	1	-5	4	-16	-3	13	16	-16	-14	-2.1
40	CCn1c(=O)c(C(=O)CN(C)Cc2cccc(OC)c2OC)c(N)n(Cc2ccccc2)c1=O	27	0	-6	-13	4	nt	13	1	11	-0.3

New compounds follow.
entry	SMILES	Rtt109 HAT inh	dFosB activator	cardiac RTF act	SR-BI HDL uptake	HTR5A ag ctr	Wnt bcat act	SR-BI uptake up	PvdQ acylase	MITF act	CDK5 inh
41	CCOC(=O)c1cn2nc(-c3ccc(OCC)cc3)cc2nc1C1CCN(C(=O)OC(C)(C)C)CC1	1	2	3	41	2	-1	-41	-12	nt	-0.2
42	COc1ccc(/C(C)=N/NC(=O)CNC(=O)/C=C\c2ccco2)cc1	8	-9	1	-6	-2	11	6	-11	-13	-0.2
43	CC12COC3(C(=O)N4CCN(c5ccccn5)CC4)CC1CCC32C (stereo unspecified)	-1	0	1	3	4	-2	-3	-9	13	1.0
44	O=C(Nc1ccc(F)cc1)Nc1ccccc1F	nt	-1	-7	14	3	-5	-14	0	55	1.1
45	C[C@]12C[C@H](O)[C@@H]3c4ccc(O)cc4CCC3[C@@H]1CCC2=O (stereo partly specified)	6	-4	-2	nt	-2	-1	nt	-11	11	-2.4
46	O=C(O)C1Oc2ccccc2C1c1ccccc1 (stereo unspecified)	-5	7	1	-18	-3	-1	18	18	17	-1.1
47	COc1cc(/C=C/C(=O)N(C)c2ccccc2C(=O)O)cc(OC)c1OC	1	-3	10	-4	-2	nt	4	-16	2	0.0
48	Cc1ccc(NCC(=O)N2CCN(S(=O)(=O)c3ccccc3)CC2)cc1F	-4	2	-6	-5	2	2	5	-7	-9	-1.7
49	COc1ccc(OC)c(C(c2nnnn2Cc2ccccc2)N2CCC(C(N)=O)CC2)c1 (stereo unspecified)	-2	-3	2	2	1	nt	-2	-7	8	0.1
50	S=c1nc(-c2ccco2)[nH][nH]1	8	4	-4	-16	-2	nt	16	-2	5	2.4

Assay outcomes deposited in PubChem by several laboratories.
